DENV2 CPE – inhibitors of DENV2 cytopathic effect; DENV2-infected cells, cytopathic effect rescue, plate reader; CPE inhibition, % at 9.99 µM; 350,000 tested, 1.7% active; AID 651640; in the data active = CPE inhibition above about 20%, passing the limit was not always enough; inconclusive = no clear call, values can overlap the other calls; tested in BHK-21 cells;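 also: 0% = median of neutral control wells and 100% = median of positive control wells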
FN deposition inh – fibronectin deposition inhibition; 350,000 tested, 0.086% active; inhibition, % at 12.6 µM; AH1F fibroblasts, Alexa488-fibronectin deposition fluorescence, overnight;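 active = mean inhibition across replicates of 30% or more, regardless of how many single replicates reach that level; inconclusive = mean under 30% yet at least half of replicates reach 30%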;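 also: positive control wells lacked labelled fibronectin entirely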
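test system = AH1F fibroblasts assembling fluorescent fibronectin matrix | quantity = 10000 AH1F cells per well | buffer or medium = DMEM plus 2% serum, read in PBS | doses = single dose, pinned | incubation = 1 h cell attachment, overnight exposure to compound and label | detection = fluorescence at 485 nm excitation, 525 nm emission | read-out basis = inhibition from reduced deposited-fibronectin fluorescence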
GSIS activator – GLuc luminescence reporter in INS-1E cells, primary screen for activators of glucose-dependent secretion of insulin; INS-1E GLuc reporter insulin secretion, 2-3 h; activation, % at 16.6 µM; 370,000 tested, 0.61% active; AID 743287;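 active = lowest replicate activation of at least 40%, so every replicate reaches that level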;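 also: 0% = median of neutral control wells and 100% = median of IBMX positive control wells; some compounds called inactive have numbers as strong as hits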
miR-122 sensor – miR-122 inhibition in Huh7 cells. Huh7 miR-122 Renilla luciferase sensor, 48 h; neutral wells = 0, positive control = 100. activation (reporter increase), % at 12.5 µM. 340,000 tested, 0.3% active. AID 602342;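 active = mean replicate activation score at least 90 and every replicate individually at or above 90; inconclusive = only one of the two criteria met; inactive = neither criterion met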;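 also: higher luciferase means less miR-122 activity so hits act as miR-122 inhibitors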
CFTR F508del cor – correctors of CFTR F508del function in bronchial epithelial cells; 350,000 tested, 0.36% active; activity (quench increase), % at 7.58 µM; CFBE cells, YFP halide quenching; stimulated with forskolin plus potentiator P3; % fluorescence drop versus neutral controls; AID 720511;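 active = mean added fluorescence quench of at least 8% versus neutral control, with both replicates also reaching 8%; inconclusive = only one of the mean or replicate conditions met; inactive = mean below 8% and not both replicates reaching 8%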;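 also: cells transiently co-express mutant CFTR-F508del with the halide-sensitive YFP; corrector assay measuring rescue of mutant channel to the surface after 24 h compound exposure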
PAX8 inh HTS – lowers PAX8-driven luciferase in RMG-I cells. AID 652154. 360,000 tested, 1.2% active. inhibition, % at 12.6 µM. RMG-I TPO-luciferase reporter, SteadyGlo, 24 h;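 active = mean replicate inhibition at least 60% with every replicate also reaching 60%; inconclusive = only one of the two criteria is met; inactive = mean below 60% and not all replicates reaching 60%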;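 also: luciferase light reporting Pax8 driven TPO promoter activity; plate controls were median of neutral control wells for no effect and mitoxantrone controls for full effect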
EWS-Fli block – inhibitors of EWS/Fli oncoprotein transcriptional activity; A673 NR0B1-luciferase reporter, viability-normalised; inhibition, % at 12.6 µM; 350,000 tested, 0.67% active;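 active = mean inhibition of at least 50% after viability correction, with every replicate also passing that limit; inconclusive = mean reaches 50% but only one of two replicates passes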;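 also: firefly luciferase signal divided by Alamar Blue viability fluorescence both relative to DMSO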
An asterisk follows results filed as active; ? = inconclusive; . = no result given; & = joins results of further samples; [ ] = remark or other dose. The order is random. About 3.9% of those tested had a hit in this group.

Every second line gives: DENV2 CPE, FN deposition inh, GSIS activator, miR-122 sensor, CFTR F508del cor, PAX8 inh HTS, EWS-Fli block
Nc1cc(S(=O)(=O)N2CCCCC2)ccc1Oc1ccc(Cl)cc1
  10.4, -1.7, -13.8, ., -0.5, 35.1, 16.1
CO[C@H]1CN(C)C(=O)c2ccc(NC(=O)C3CCCC3)cc2OC[C@@H](C)N(C(C)=O)C[C@H]1C
  7.8, -18.3, 8.4, ., -0.2, 6.1, -0.2
COc1ccc2c(N)c(C(=O)NN)[nH]c2c1
  -5.4, 7.2, ., ., -1.4, -0.9, -14.3
Fc1cccc(CSc2nnc3c(n2)[nH]c2ccccc23)c1
  ., -6.0, 30.0, ., 4.6, -79.5, -56.2
Cc1noc(C)c1NC(=O)Nc1ccc2c(c1)C(=O)N([C@H](C)CO)C[C@H](C)[C@@H](CN(C)Cc1ccncc1)O2
  -1.5, ., -17.3, -1.6[16.7 µM], -0.8, -4.0, -1.3
COC(=O)c1ccccc1NC(=O)COC(=O)c1ccccc1N=Nc1ccc(N(C)C)cc1
  ., ., -38.5, ., ., -1.6, -12.2
N#Cc1c(-c2ccccc2Cl)noc1/C=C/Nc1ccc(C(=O)O)cc1
  0.9, 2.9, -4.7, ., -3.3, 4.7, -16.3
CCOC(=O)c1cnc2[nH]c3ccccc3n2c1=O
  ?, ., 0.4, ., -2.8, -85.6, -43.5
CNC[C@@H]1Oc2c(NS(=O)(=O)c3ccccc3)cccc2C(=O)N([C@H](C)CO)C[C@H]1C
  0.9, 0.8, 10.3, 1.6[16.7 µM], -1.0, 4.0, -4.1
O=C(NCc1ccccc1)c1ccc(-c2ccc(F)c(F)c2)c2ccoc12
  -3.0, -1.2, ., 0.8, -2.7, -30.7, -3.6
CCc1cc2c(=O)c(-c3nc(C)cs3)coc2cc1O
  -3.3, -0.6, -8.4, -1.8, -0.9, -59.2, -99.2
COc1cccc(N2CCN(S(=O)(=O)c3ccc4c(c3)NC(=O)C(C)C(=O)N4)CC2)c1 (stereo not drawn)
  -5.0, -7.3, -6.6, ., 1.2, 14.8, .
O=C(Cc1ccccc1)N1C[C@H]2[C@@H](c3ccccc31)[C@@H](CO)N2C(=O)C1CCOCC1
  -0.9, ., 2.2, 4.5[16.7 µM], 1.7, -2.4, 2.1
COc1ccc(-c2ccc(SCC(=O)NC3CCCCC3)nn2)cc1
  -4.4, -5.2, 2.7, 5.7, 0.1, -96.6, -62.4
CCC(NC(=O)C1CCCC1)c1ccccc1 (stereo not drawn)
  -1.4, -6.1, ., 0.4, 1.1, 8.0, 13.2
CCC(=O)Nc1ccc2c(c1)nc1n2CCSC1
  ., 1.8, ., 1.8, ., -8.8, .
C=CCNC(=O)NC(=O)CSc1nc2cc([N+](=O)[O-])ccc2n1-c1cccc(C(F)(F)F)c1
  0.0, -6.4, 2.4, -2.0, -1.7, -8.6, 17.7
CCOC(=O)N1CCN(S(=O)(=O)c2ccc3[nH]c(=O)oc3c2)CC1
  -7.4, -10.2, 12.9, 5.4, 1.4, -5.2, 9.4
CSCCC(NC(=O)c1cccc([N+](=O)[O-])c1)C(=O)O (stereo not drawn)
  ., 8.4, 30.5, ., ., 4.8, .
O=C1NCCCCC1NS(=O)(=O)c1ccccc1 (stereo not drawn)
  -2.2, -7.0, -0.4, ., 0.2, -53.5, 3.7

The closing 5 records of the section before come first, to join the parts.
Every second line gives: DENV2 CPE, FN deposition inh, GSIS activator, miR-122 sensor, CFTR F508del cor, PAX8 inh HTS, EWS-Fli block
CCC(=O)Nc1ccc2c(c1)nc1n2CCSC1
  ., 1.8, ., 1.8, ., -8.8, .
C=CCNC(=O)NC(=O)CSc1nc2cc([N+](=O)[O-])ccc2n1-c1cccc(C(F)(F)F)c1
  0.0, -6.4, 2.4, -2.0, -1.7, -8.6, 17.7
CCOC(=O)N1CCN(S(=O)(=O)c2ccc3[nH]c(=O)oc3c2)CC1
  -7.4, -10.2, 12.9, 5.4, 1.4, -5.2, 9.4
CSCCC(NC(=O)c1cccc([N+](=O)[O-])c1)C(=O)O (stereo not drawn)
  ., 8.4, 30.5, ., ., 4.8, .
O=C1NCCCCC1NS(=O)(=O)c1ccccc1 (stereo not drawn)
  -2.2, -7.0, -0.4, ., 0.2, -53.5, 3.7
Cc1cccc(C)c1NC(=O)CNC(=O)c1cccnc1
  -6.2, ., 7.4, -1.3, 3.2, 4.0, .
Nc1ccn([C@H]2CC[C@@H](CO)O2)c(=O)n1
  -7.0, 5.0, -4.2, 5.3, -1.5, -16.0, -7.1
CCCn1c(SCC(=O)NC2CCCCC2)nnc1-c1ccco1
  ?, -2.9, 6.1, 2.4, -3.2, -16.8, 0.3
O=S(=O)(NC1CCN(Cc2ccccc2)CC1)c1cccc2cccnc12
  -1.8, ., ., 7.4, -2.5, ., 4.8
CC1(C(=O)Nc2ccc3c(c2)OCCO3)CCC(=O)N1CC(F)(F)F (stereo not drawn)
  -7.9, 1.2, 5.9, 5.1, 2.8, -14.9, -4.3
Fc1ccc(-c2oncc2-c2nnnn2-c2ccccc2)cc1F
  ., -5.2, ., -17.1, ., -13.8, .
CCOC(=O)N1CCC(Nc2c(NCCCN3CCN(C4CCCCC4)CC3)c(=O)c2=O)CC1
  8.9, 2.4, 9.7, ., ., 11.9, 0.3
Cc1nc(Cc2nnc(SCC(=O)N3CCN(c4ccccc4)CC3)o2)cs1
  ?, 1.8, 20.0, -3.1, 1.5, 16.0, -5.5
N#C/C(=C\c1cccnc1)C(=O)Nc1ccccc1
  ., 12.8, 12.0, -10.6, ., -1.3, .
COc1ccc(S(=O)(=O)N2CCc3cc(OC)c(OC)cc3C2)cc1
  ., 2.3, -2.9, ., 0.0, 10.1, -0.4
C/C(=N\Nc1nncc2ccccc12)c1cccc(OC(F)F)c1
  0.8, -0.9, -6.0, 1.9, -0.8, -191.3, 15.0
CC(=O)NC(CC(=O)N(C)Cc1cccc(Cl)c1Cl)c1ccccc1 (stereo not drawn)
  4.6, -9.8, -21.6, -0.3, -1.9, -7.3, 11.2
Cc1[nH]oc(=O)c1N=Nc1c(Cl)cccc1Cl
  ., 2.3, -33.1, ., ., -5.4, .
COc1ccc(NC(=O)c2ccc(Cn3cc(Cl)cn3)cc2)cc1
  ., ., -3.3, -0.1, 0.1, -53.0, -2.1
COc1cc(C(=O)OCc2nc3ccsc3c(=O)[nH]2)c([N+](=O)[O-])cc1OC
  3.3, 1.1, 4.0, -1.0, -3.5, 3.4, 2.8
CCOC(=O)/C=C/C(=O)Nc1cc(S(=O)(=O)Nc2ccc(OC)cc2)ccc1N1CCOCC1
  -7.8, 7.9, -21.8, -0.4, -3.5, 98.2*, -4.8
O=C(/C=C1\SC(=O)N(CC(=O)Nc2ccc(F)cc2)C1=O)Nc1ccc(Cl)cc1
  3.0, 0.5, -14.0, ., ., -69.7, -4.5
Cc1cccn2cc(CCNS(=O)(=O)c3cccc([N+](=O)[O-])c3)nc12
  -3.9, -0.7, 21.6, 6.3, 0.1, -0.7, 7.4
O=C(CCNS(=O)(=O)c1cccc2nsnc12)NC1CCCc2ccccc21 (stereo not drawn)
  ., 1.4, ., 0.0, ., 1.6, .
Cc1noc(C)c1S(=O)(=O)Nc1ccc2c(c1)C(=O)N([C@@H](C)CO)C[C@@H](C)[C@@H](CN(C)C(=O)NC(C)C)OCCCC[C@@H](C)O2
  17.4, -2.9, -5.0, -2.1[16.7 µM], -2.4, -3.2, -5.5

Next part
Compound | DENV2 CPE | FN deposition inh | GSIS activator | miR-122 sensor | CFTR F508del cor | PAX8 inh HTS | EWS-Fli block
CC(C)NC(=O)N[C@H]1C=C[C@H](CC(=O)NC2Cc3ccccc3C2)O[C@H]1CO | 9.6 | 4.0 | 0.3 | . | 5.3 | . | .
CO[C@@H]1CN(C)C(=O)c2ccc(NC(=O)Nc3cc(F)ccc3F)cc2OC[C@@H](C)N(C(=O)c2ccccn2)C[C@@H]1C | -2.4 | -8.9 | -6.0 | . | 2.2 | -40.0 | -4.0
C[C@@H]1CN([C@H](C)CO)C(=O)c2cccc(NC(=O)NC3CCCCC3)c2O[C@H]1CN(C)S(=O)(=O)c1ccccc1 | ? | . | -16.5 | -3.7[16.7 µM] | 1.7 | -10.0 | -14.4
COc1ccccc1CNc1ccc(CNc2ncn[nH]2)cc1 | -5.1 | 12.2 | 8.2 | . | -2.5 | -3.0 | -0.5
CC(=O)N1N=C(c2ccncc2)OC1(Cc1ccccc1)Cc1ccccc1 | -7.3 | -2.7 | -0.3 | . | 6.5 | 19.1 | 2.3
COc1ccc(NC(=O)CSc2nc3ccccc3nc2N2CCCCC2)cc1 | -9.8 | -5.8 | . | . | 1.0 | 12.1 | -12.9
Nc1ccc(S(N)(=O)=O)cc1 | -1.2 | -10.1 | 11.4 | 6.0 | . | -15.0 | -0.2
O=C1CCC(C(=O)OCc2nnc(-c3ccccc3)o2)=NN1 | -7.9 | -6.3 | 4.6 | . | -4.4 | -8.5 | -18.1
O=C(OCC(=O)N1CCCCC1)c1cc(NS(=O)(=O)c2ccc(Cl)c([N+](=O)[O-])c2)ccc1O | -1.5 | -2.7 | -13.1 | . | . | 16.6 | 4.4
COc1ccc(NC(=O)N[C@@H]2CC[C@H](CCNC(=O)Cc3ccncc3)O[C@@H]2CO)cc1 | -4.0 | -16.8 | 2.7 | . | -0.8 | -7.9 | -201.2
C/C=C/c1ccc(OCC(=O)Nc2cc(Cl)ccc2-n2cncn2)c(OC)c1 | -0.8 | 8.7 | -16.7 | . | -2.0 | 12.7 | -3.5
O=C1NC(=O)C(c2ccccc2)(c2ccccc2)N1 | 12.4&-3.9&-4.7 | -4.7&-3.1&-8.3 | -12.0 | -4.4&4.4 | -1.9&-0.5&2.6 | -3.0&-6.1&16.0 | -4.9&-7.4&8.6
COc1ccc(CN(C)C[C@@H]2Oc3ccc(NC(=O)NC(C)C)cc3C(=O)N([C@@H](C)CO)C[C@H]2C)cc1 | -2.9 | . | -5.0 | -2.7[16.7 µM] | -0.8 | 0.4 | .
C[C@@H]1CN([C@H](C)CO)S(=O)(=O)c2ccc(C#Cc3ccccc3)cc2O[C@@H]1CN(C)S(C)(=O)=O | -3.2 | . | -28.2 | 14.2[16.7 µM] | 2.2 | 30.9 | 8.5
O=C(COC(=O)CNC(=O)c1ccccc1)Nc1cccc(Br)c1 | . | . | -6.5 | 4.9 | . | -10.4 | .
COCCCNC(=S)N/N=C/c1ccc(N(C)C)cc1 | 3.2 | 1.3 | -20.4 | . | 0.8 | -0.5 | -7.6
CCCOCCc1nnc(N)s1 | -3.2 | -10.8 | 15.9 | -7.9 | 0.5 | 3.1 | 3.9
O=c1cc(-c2ccccc2)[nH]n2cnnc12 | 4.2 | 12.5 | -24.1 | 0.2 | -0.9 | 24.3 | 10.8
CCOC(=O)c1cc2c(=O)n3ccccc3nc2n(CCOC)c1=NC(=O)c1c(-c2c(F)cccc2Cl)noc1C | 5.7 | 1.1 | 0.7 | -9.4 | -5.8 | -1.0 | 11.8
C[C@H](CO)N1C[C@H](C)[C@H](CN(C)C(=O)CCCN(C)C)OCCCC[C@H](C)Oc2ccc(NC(=O)Nc3ccc4c(c3)OCO4)cc2C1=O | -1.8 | 1.1 | -1.3 | 0.0[16.7 µM] | -0.3 | 5.6 | -6.8
